Screening results (PubChem BioAssay)
HCMV inh = human cytomegalovirus inhibition; HFF cells, HCMV-luciferase reporter, 72 h; hits give low values; activity change, negative = inhibition, % at 57.5 µM; actives 4.5% (n = 410,000); AID 1259415; in the data active = activity change below about -60%; inconclusive = no clear call, values can overlap the other calls; inactive = above about -39%; note: % is set by controls: 0 for no effect and ±100 for the full control effect
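Two compound doses tested in HFFs infected with HCMV-luciferase, MOI 1 PFU/cell, 72 h at 37C. Lysate luminescence read with OneGlo; data normalized against buffer-only and 10uM Salinomycin inhibitor controls.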
AmpC detergent = blocks E. coli AmpC beta-lactamase in detergent assay | P00811 | AmpC hydrolysis of nitrocefin, absorbance 480 nm, 0.01% Triton | Potency, µM (series often up to 114 µM), inactives show at the highest dose activity change, negative = inhibition, hits mostly inhibitors | actives 0.041% (n = 370,000) | AID 485294;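 note: potency is the fitted concentration of half-maximal effect; 0% = no-compound wells and -100% = no-enzyme wells; nearly all actives have a fitted effect of over 25% in size; some results filed as inactive show a strong effect at the top dose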
Target sequence (P00811 whole entry, looked up): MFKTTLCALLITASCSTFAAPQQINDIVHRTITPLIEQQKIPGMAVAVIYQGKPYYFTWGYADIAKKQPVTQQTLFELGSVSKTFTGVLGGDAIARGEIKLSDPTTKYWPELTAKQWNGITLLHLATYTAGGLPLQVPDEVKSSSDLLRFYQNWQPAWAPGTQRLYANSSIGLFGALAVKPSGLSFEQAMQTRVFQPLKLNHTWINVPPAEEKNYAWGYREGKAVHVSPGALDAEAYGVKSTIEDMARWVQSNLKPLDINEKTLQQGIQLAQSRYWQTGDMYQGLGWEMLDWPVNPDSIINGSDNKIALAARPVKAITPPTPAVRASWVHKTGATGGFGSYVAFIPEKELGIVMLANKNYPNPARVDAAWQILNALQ
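AmpC (5.3 nM in the dispensed reagent) in 20 mM phosphate pH 7.0 with 0.01% (detergent screen) or 0.0001% Triton X-100 was preincubated with compounds for 15 min at room temperature. Nitrocefin was then added from an 800 uM solution, and hydrolysis was followed at 480 nm.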
AMA1-RON2 inh = inhibitors of Plasmodium falciparum AMA1-RON2 interaction | AlphaScreen AMA1-biotinylated RON2 peptide binding | Potency, µM (titrated, usually from 58.2 µM), inactives show at the highest dose activity change, negative = inhibition, hits mostly inhibitors | actives 0.2% (n = 360,000) | AID 720542;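 note: potency is the fitted concentration of half-maximal effect; 0% = vehicle wells and -100% = peptide control; nearly all actives have a fitted effect of over 45% in size; some results filed as inactive show a strong effect at the top dose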
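AMA1 (3D7) with his tag at 25 nM final met compounds first, then biotinylated RON2 peptide at 25 nM; detection used donor plus acceptor beads, 10 µg/mL apiece, read by AlphaScreen after 30 min at room temperature.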
Giardia FBPA inh = inhibitors of Giardia lamblia fructose-1,6-bisphosphate aldolase. purified Giardia FBPA. A8B2U2. AID 2451. actives 0.71% (n = 290,000). Potency, µM (top dose mostly 59.6 µM), for inactives: at the highest dose activity, negative = inhibition, usual class: inhibitors; note: potency is the fitted concentration of half-maximal effect; % is set by controls: 0 for no effect and ±100 for the full control effect; nearly all actives have a fitted effect of over 55% in size
Target sequence (A8B2U2 whole entry, looked up): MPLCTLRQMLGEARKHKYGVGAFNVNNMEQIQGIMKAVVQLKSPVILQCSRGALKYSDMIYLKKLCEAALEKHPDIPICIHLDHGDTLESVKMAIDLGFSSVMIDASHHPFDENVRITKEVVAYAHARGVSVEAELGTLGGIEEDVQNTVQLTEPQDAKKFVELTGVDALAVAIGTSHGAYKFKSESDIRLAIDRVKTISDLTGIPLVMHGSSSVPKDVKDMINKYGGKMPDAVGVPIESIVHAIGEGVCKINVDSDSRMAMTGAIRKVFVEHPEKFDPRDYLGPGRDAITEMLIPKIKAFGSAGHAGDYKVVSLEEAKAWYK
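40 nM FBPA preincubated 10 min at RT with compound (up to 57.5 uM final), then substrate plus GAPDH/TPI/NAD/arsenate coupling and diaphorase/resazurin added. Fluorescence read after 20 min at RT, 525/598 nm.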
Cycloheximide cs = counter-screen for Shiga toxin inhibitors: cycloheximide protein synthesis inhibition; cell reporter, cycloheximide protein synthesis inhibition counterscreen; max response, %; actives 12% (n = 300,000); AID 2314; in the data active = max response mostly above about 13%, no sharp cut-off; inactive = mostly below about 14%; note: read at 38.3 µM for the half of the compounds with a filed dose; 0% is about no effect
AmpC no deterg = inhibitors of E. coli AmpC beta-lactamase without detergent. AmpC nitrocefin hydrolysis, absorbance 480 nm, 0.0001% Triton. AID 485341. P00811. actives 0.52% (n = 330,000). Potency, µM (doses to about 57.1 µM), for inactives: at the top dose activity change, negative = inhibition, actives largely listed as inhibitors;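 note: potency is the fitted concentration of half-maximal effect; plate controls were no compound for no effect and no enzyme for full effect; nearly all actives have a fitted effect of over 20% in size; some results filed as inactive show a strong effect at the top dose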
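AmpC (5.3 nM in the dispensed reagent) in 20 mM phosphate pH 7.0 with 0.01% (detergent screen) or 0.0001% Triton X-100 was preincubated with compounds for 15 min at room temperature. Nitrocefin was then added from an 800 uM solution, and hydrolysis was followed at 480 nm.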
Shiga inhibitor = inhibitors of Shiga toxin in Vero cells | actives 9.2% (n = 290,000) | inhibition, % at 38.7 µM | Vero cells, Shiga toxin protein synthesis inhibition reporter; in the data active = inhibition mostly above about 28%, no sharp cut-off; inactive = mostly below about 43%; note: 0% is about no effect
Starred values were filed as active, the others as inactive; i = inactive; ? = inconclusive; nt = not tested or not shown; [ ] = another dose, or the depositor's remark. Unless noted, calls come from the whole dose curve; as a rule, active = well fitted curve in the direction sought with a large enough effect; inconclusive = small, poorly fitted or top-dose-only effect, or another doubt; inactive = no such curve, though single readings can be large; an effect the other way counts as inactive or inconclusive.

Second line of a record – HCMV inh	AmpC detergent	AMA1-RON2 inh	Giardia FBPA inh	Cycloheximide cs	AmpC no deterg	Shiga inhibitor
CCCCCCCc1c(O)nc(SCCN(C)C)[nH]c1=O
    -29	2%	-6%	-5%	0	3%	2
COc1cccc(OCCn2cc(C(C)=O)c3ccccc32)c1
    -18	-9%	-1%	-7%	12	35%	nt
O=C(COC(=O)CCc1nc2ccccc2s1)Nc1ncc(Cl)cc1Cl
    24	-5%	1%	0%	-2	-12%	13
COc1cc2nc(/C=C/c3cc(OC)c(OC)c(OC)c3)sc2cc1SC
    -32	-9%	34%[activator]	-6%	-4	88%[activator]	-6
COc1cccc(CN2CCN(C(=O)c3cccc4ccccc34)CC2)c1OC
    9	6%	-22%	0%	1	88%[activator]	-28
CS(=O)(=O)NN1C(=O)c2ccccc2NC1c1ccccc1O (stereo not given)
    49	3%	34%[activator]	0%	-3	-6%	-3
CCOC(=O)C1=C(N)n2c(s/c(=C\c3ccco3)c2=O)=C(C(=O)OC(C)C)C1c1ccco1 (stereo not given)
    -20	3%	?	0%	-2	-20%	9
CCN1CCN(CC(=O)NC2CCCCC2)C(=O)C1=O
    -10	?	-2%	3%	-2	-6%	6
O=C(COc1ccc(-n2ccnc2)cc1)Nc1cccc(Cl)c1
    -64*	0%	-20%	5%	-3	-6%	-9
CCOc1ccc(C(=O)NCc2ccco2)cc1
    113	-2%	5%	?	41*	-16%	63*

Brought forward from above: two entries, followed by the next part.
Second line of a record – HCMV inh	AmpC detergent	AMA1-RON2 inh	Giardia FBPA inh	Cycloheximide cs	AmpC no deterg	Shiga inhibitor
O=C(COc1ccc(-n2ccnc2)cc1)Nc1cccc(Cl)c1
    -64*	0%	-20%	5%	-3	-6%	-9
CCOc1ccc(C(=O)NCc2ccco2)cc1
    113	-2%	5%	?	41*	-16%	63*
CC(=O)c1cc(C#N)c(SCc2ccccc2)nc1C
    1	?	24%	2%	32*	-3%	31
N#Cc1nc(Cc2ccccc2)oc1N1CCCC1
    25	-2%	4%	0%	26*	-6%	35*
COc1cccc(CNC(=O)c2cc(COc3c(F)cccc3F)on2)c1
    6	0%	6%	9%	29*	0%	33*
O=C(CN1CCN(S(=O)(=O)N2CCCCCC2)CC1)Nc1cc(Cl)ccc1Cl
    -36	-3%	16%	nt	-3	-8%	-9
COc1ccc(CNS(=O)(=O)c2ccc(-n3cnnn3)c(OC)c2)cc1
    -22	-1%	29%	-5%	-6	-1%	17
CCC(=O)NNC(=O)Cc1c(C)n(C(=O)c2ccc(Cl)cc2)c2ccc(OC)cc12
    14	-1%	104%[activator]	1%	-4	90%[activator]	-5
COc1ccccc1NC(=O)c1cc(Br)ccc1Cl
    -16	-14%	20%	-8%	3	-42%	13
COc1ccccc1C(=O)NCc1ccco1
    26	-1%	-1%	1%	-1	-19%	-7
Cc1ccc(Nc2nc(N)nc(CN3CCN(C)CC3)n2)cc1C
    nt	4%	nt	-1%	-4	0%	1
CCCCN(CCCC)Cc1ccc(C(=O)NNC(=O)Nc2ccc(F)cc2)o1
    16	3%	50%[activator]	3%	7	-30%	-13
CN(CC(=O)Nc1ccccc1Br)C(=O)CNC(=O)c1ccc2c(c1)OCO2
    10	0%	2%	nt	nt	-10%	nt
Cc1ccc(NC(=O)c2cccc(S(=O)(=O)N(C)c3ccccc3)c2)cc1S(=O)(=O)N1CCOCC1
    -70*	-5%	-21%	1%	2	2%	-5
NS(=O)(=O)c1ccc(Sc2ccc3ccccc3c2)nc1
    2	-9%	-13%	-2%	-6	-29%	-7
Cc1ccc(C(=O)Nc2ccccc2C(=O)N2CCCCC2C)cc1 (stereo not given)
    42	0%	-12%	nt	6	-2%	24
O=C(NC[C@@H]1CCCO1)c1cccc2c1C(=O)c1ccc(N3CCOCC3)cc1S2(=O)=O
    -3	nt	-4%	nt	nt	-5%	nt
CC(Oc1ccccc1)C(=O)Nc1nnc(S(=O)(=O)N(C)c2ccccc2)s1 (stereo not given)
    20	2%	-6%	nt	-1	-41%	11
COc1ccc(-c2csc(N(CCCN(C)C)C(=O)c3ccccc3C)n2)cc1
    -61*	5%	-6%	?	-10	257%[activator]	-11
Clc1ccc2c(c1)[C@H]1OCC[C@H]1[C@@H](c1ccco1)N2
    42	-6%	-3%	-28%	25*	-16%	66*
COc1cc(-c2cc(C(=O)O)c3cc4c(cc3n2)OCCO4)cc(OC)c1OC
    7	-16%	7%	7%	-1	-19%	-16
Cc1cc(NC(=O)C2CCCN(S(=O)(=O)c3c(C)noc3C)C2)n[nH]1 (stereo not given)
    2	-9%	-1%	7%	-7	-4%	-8
CCn1cc(SCC(=O)N2CCOCC2)c2ccccc21
    63	?	10%	-1%	30*	-3%	68*
O=C(Nc1cccc(C(F)(F)F)c1)C1C2CC3OC(=O)C1C3C2 (stereo not given)
    -5	?	-6%	4%	-2	-16%	-19
O=C(CC1Sc2ccccc2NC1=O)NCc1ccccc1 (stereo not given)
    ?	1%	-10%	-2%	1	-1%	-4
Clc1ccc(SCCCCn2cncn2)cc1
    -15	-4%	-17%	-2%	-3	-3%	-3
FC(F)(F)c1cccc(N2CCN(CC3CC4C=CC3C4)CC2)c1 (stereo not given)
    ?	2%	-15%	6%	-2	-2%	18
CC(=O)N(Cc1cc2cc(C)c(C)cc2n2nnnc12)CC1COCCO1 (stereo not given)
    11	0%	13%	6%	-2	-8%	-17
CCC(C)c1ccc(S(=O)(=O)Nc2cccnc2)cc1 (stereo not given)
    ?	-1%	-8%	-14%	-2	154%[activator]	-7
COc1ccc(NC(=O)CN2CCN(c3nc(-c4ccc(F)cc4)cs3)CC2)c(OC)c1
    -37	2%	-3%	-1%	-3	35%	36*
COc1ccccc1N(C)S(=O)(=O)c1ccc(C(=O)NNC(=O)c2ccccc2O)cc1
    -37	-11%	90%[activator]	nt	nt	-25%	nt
COc1ccccc1NC(=O)CSc1nnc(C)o1
    8	-10%	-4%	7%	-3	-4%	17
O=C(O)c1ccc(/C=C/C(=O)c2ccc3c(c2)OCCCO3)cc1
    i	1%	10%	nt	105*	-21%	92*
COc1ccc(NC(=O)c2ccccc2N2C(=O)C3C4C=CC(C5CC45)C3C2=O)c(OC)c1 (stereo not given)
    -9	-8%	15%	1%	-2	36%	-2
O=C(CSc1ncnc2nc[nH]c12)N1CCOCC1
    -19	?	23%	-21%	-9	15%	-13
CCCCOC(=O)C1=C(C)Nc2ncnn2C1c1ccc(OC)c(OC)c1 (stereo not given)
    -7	1%	10%	-12%	-2	14%	-27
Oc1ccc2c(c1)oc1cc(O)ccc12
    ?	?	-3%	8%	45*	-39%	63*
Cc1ccc(C(=O)N2CCC(C(=O)c3c(C)cc(C)cc3C)CC2)cc1
    nt	-6%	-15%	0%	-1	66%[activator]	-4
C/C(=C\C(=O)c1ccc(Br)cc1)NNC(=O)c1ccc(O)cc1
    11	1%	36%[activator]	4%	27*	-29%	50*
Cc1cc(C)c(C(=O)OCCNC(=O)c2cccnc2)cc1C
    -25	-13%	-18%	-16%	-2	-8%	-13
CCCCN1C[C@H](Cc2ccccc2)[C@@H](CC(=O)Nc2ccccc2)C1=O
    -31	?	19%	6%	-2	24%	-2
COC(=O)C1=C(N)Oc2c(c(=O)oc3ccccc23)C1c1cccnc1 (stereo not given)
    43	4%	14%	6%	-1	-32%	1
N=c1c(C(=O)NCCc2ccccc2)cc2c(=O)n3ccccc3nc2n1CC1CCCO1 (stereo not given)
    -9	-7%	6%	11%	-5	42%	-11
CN(C)c1ccc(NC(=O)CSCc2nc3c(nnn3Cc3ccc(F)cc3)c(=O)[nH]2)cc1
    nt	-2%	6%	?	8	-22%	15
COc1ccc(N(C)S(=O)(=O)c2cccc(C(=O)NC3CCCC3)c2)cc1
    3	6%	-2%	0%	5	8%	8
O=C(CSc1nnc(-c2ccccc2F)n1C1CC1)Nc1ccc2[nH]c(=O)[nH]c2c1
    -35	-6%	0%	-8%	1	-19%	-20
CC(C)NC(=O)COc1coc(CN2CCN(c3cccc(Cl)c3)CC2)cc1=O
    -25	-13%	-6%	nt	-3	111%[activator]	-7
COC(=O)Cn1ccc(-c2ccc(Cl)cc2)c(C#N)c1=O
    -10	1%	15%	0%	2	-6%[2.29 µM]	11
Cc1cc(NC(=O)C2CC2)ccc1NC(=O)c1cccs1
    12	0%	-7%	4%	10	-17%	21
O=C1CCC(/C=C/c2ccccc2)=NN1Cc1ccccc1
    -11	3%	-18%	-2%	12	42%	17
CCOC(=O)/C(=N\Nc1ccccc1Cl)N1CCN(C)CC1
    -32	-6%	-10%	3%	-3	13%	-2
Cc1cc(C(=O)OCC(=O)N2CC(=O)Nc3ccccc32)no1
    10	-9%	-1%	-1%	-4	-23%	16

(cont.)
Second line of a record – HCMV inh	AmpC detergent	AMA1-RON2 inh	Giardia FBPA inh	Cycloheximide cs	AmpC no deterg	Shiga inhibitor
Cc1ccccc1C(=O)N1CCC(C(=O)Nc2ccccc2N2CCCC2)CC1
    -33	-17%	-11%	nt	nt	29%	nt
O=c1[nH]c(CSc2nnc3ccccn23)nc2cc(C(F)(F)F)ccc12
    26	0%	nt	4%	-3	-20%	36
COC(=O)c1ccccc1NC(=O)CSc1nncn1-c1ccccn1
    -24	5%	-1%	1%	-2	-5%	-1
COc1ccc(NC(=O)CCc2nc(-c3ccc(C)cc3)no2)c(OC)c1
    -19	-2%	-6%	0%	-1	-3%	-14
NC(=O)C1CC(=O)N(c2ccc(OCC(=O)Nc3cccc(C(F)(F)F)c3)cc2)C1 (stereo not given)
    -27	1%	11%	1%	2	1%	-12
Cc1ccc(NC(=O)c2ccco2)c(NC(=O)c2ccc(Cl)cc2)c1
    4	4%	-5%	0%	3	-11%	-8
COc1ccccc1CNC(=O)c1nccnc1CO
    78	-6%	-4%	-1%	-1	-2%	-4
CCC1CCCCN1C(=O)CSc1nnc(CNC(=O)c2c(F)cccc2Cl)o1 (stereo not given)
    -7	-11%	-6%	nt	-3	-2%	13
CCOc1ccc(NC(=O)c2cn(-c3ccc(OCC)cc3)c(=O)c3cc(OC)c(OC)cc23)cc1
    -24	-2%	2%	2%	2	121%[activator]	1
C/C(CC(=O)NCCCN1CCOCC1)=N\NC(=O)COc1cccc2ccccc12
    -2	2%	82%[activator]	2%	-2	-12%	25
O=C(O)c1cccc(Nc2nc3ccccc3nc2NS(=O)(=O)c2ccccc2)c1
    26	nt	-1%	nt	nt	-12%	nt
O=C(CSc1nnc(Nc2ccccc2)s1)Nc1ccc(S(=O)(=O)N2CCOCC2)cc1
    3	-5%	1%	-2%	7	-32%	-4
